Compound activity (PubChem)
TrxR1 substrate: qHTS Assay for Substrates of Mammalian Selenoprotein Thioredoxin Reductase 1 (TrxR1): qHTS; purified TrxR1 substrate turnover, NADPH consumption readout; Potency, µM (series often up to 114 µM), for the others: top-dose activity change, negative = substrate turnover; AID 588456, 2011; hit rate 0.01% among 390,000; further: potency means the concentration at half of the fitted maximal effect; on the % scale 0 is the no-effect control and ±100 the full control effect; nearly all actives have a fitted effect of over 50% in size
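Rat TrxR1, dispensed at 90 nM, was prereduced with 400 uM NADPH (final) for 5 min at ~22 deg C, then incubated with compound 15 min before 400 uM selenite. A first-read NADPH fluorescence drop versus no-compound background flagged substrates.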
IDH1 R132H inh: qHTS for Inhibitors of mutant isocitrate dehydrogenase 1 (IDH1): qHTS; Isocitrate dehydrogenase [NADP] cytoplasmic (Homo sapiens), O75874; IDH1-R132H enzyme, NADPH consumption, diaphorase/resazurin fluorescence; Potency, µM (series often up to 76.6 µM), for inactives: top-dose activity change, negative = inhibition, usual class: inhibitors; hit rate 0.093% among 390,000; further: potency means the concentration at half of the fitted maximal effect; on the % scale 0 is the no-effect control and ±100 the full control effect; nearly all actives have a fitted effect of over 65% in size
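IDH1-R132H (0.5 ug/mL) preincubated 30 min with compound, then NADPH (0.016 mM) and alpha-KG (2 mM) added; 80 min at RT, pH 7.5. Remaining NADPH coupled via diaphorase/resazurin to fluorescence (540/590 nm); concentration-response curves normalized to no-enzyme control.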
D2 agonist: HTS Assay for Allosteric Agonists of the Human D2 Dopamine Receptor: Primary Screen for Agonists; HEK293 T-REx D2 cells, calcium flux agonist mode; AID 485358, 2010; D(2) dopamine receptor (Homo sapiens), P14416; hit rate 0.53% among 340,000; activation, % at 2 µM;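 active means activation over 3 SD above normal in the single-dose calcium agonist read, cut at about 30% in these data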; further: 0% is about no effect
Target sequence (P14416 whole entry, looked up): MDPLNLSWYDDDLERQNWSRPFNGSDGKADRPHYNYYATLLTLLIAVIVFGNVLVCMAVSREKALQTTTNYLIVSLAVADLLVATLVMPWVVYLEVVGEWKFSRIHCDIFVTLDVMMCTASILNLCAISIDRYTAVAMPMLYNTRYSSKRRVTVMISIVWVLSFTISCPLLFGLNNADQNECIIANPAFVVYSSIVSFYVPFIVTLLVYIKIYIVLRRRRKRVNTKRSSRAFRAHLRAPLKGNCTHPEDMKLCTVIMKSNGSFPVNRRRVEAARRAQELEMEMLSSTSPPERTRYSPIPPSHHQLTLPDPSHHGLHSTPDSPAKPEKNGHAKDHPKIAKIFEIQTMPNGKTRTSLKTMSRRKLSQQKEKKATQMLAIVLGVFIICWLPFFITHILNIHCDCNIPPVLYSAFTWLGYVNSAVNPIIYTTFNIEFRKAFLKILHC
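HEK293 Trex D2 cells, tetracycline-induced, o/n 30 C 5% CO2; no-wash Ca dye, RT 30–90 min; 10-cycle baseline, 23 nl cpd added, kinetic Ca read 180 s; agonist hits = positive Ca response.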
TRHR PAM: qHTS for Small Molecule Agonists and Allosteric Enhancers of Human TRH Receptor: Primary Screen for Enhancers; Thyrotropin-releasing hormone receptor (Homo sapiens), P34981; TRHR cells, fluo-8 calcium fluorescence, EC20 TRH enhancement; enhancement, % at 2 µM; hit rate 0.66% among 360,000; in the data active means enhancement above about 30%; further: 0% is about no effect
Target sequence (P34981 whole entry, looked up): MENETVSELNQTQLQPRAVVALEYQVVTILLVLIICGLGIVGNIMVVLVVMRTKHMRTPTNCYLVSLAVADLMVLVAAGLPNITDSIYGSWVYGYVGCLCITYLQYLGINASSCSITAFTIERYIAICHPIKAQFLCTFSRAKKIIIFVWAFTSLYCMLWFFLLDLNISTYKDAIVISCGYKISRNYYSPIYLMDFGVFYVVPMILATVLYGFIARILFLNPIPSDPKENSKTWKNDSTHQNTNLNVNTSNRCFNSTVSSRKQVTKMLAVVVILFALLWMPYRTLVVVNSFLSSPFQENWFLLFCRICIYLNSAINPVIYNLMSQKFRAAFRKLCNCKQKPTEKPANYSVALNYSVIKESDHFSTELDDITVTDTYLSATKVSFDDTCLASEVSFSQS
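Enhancer read-out: after compound pinning and an initial kinetic agonist-mode read, an EC20 of TRH (10 nM final) was injected and fluo-8 calcium signal (Ex 480/Em 530) followed at 1 s/cycle for 100 cycles in TRHR-expressing cells.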
rTrxR1 inhibitor: qHTS Assay for Inhibitors of Mammalian Selenoprotein Thioredoxin Reductase 1 (TrxR1): qHTS. recombinant rTrxR1, NADPH fluorescence consumption, selenite substrate. Potency, µM (titrated, usually from 114 µM), for inactives: at the highest dose activity change, negative = inhibition, most hits filed as inhibitors. hit rate 1% among 390,000; further: potency means the concentration at half of the fitted maximal effect; on the % scale 0 is the no-effect control and ±100 the full control effect; nearly all actives have a fitted effect of over 65% in size
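Rat TrxR1 (90 nM in the dispensed reagent) was pre-reduced with 400 uM NADPH for 5 min at room temperature, then incubated with compound for 15 min. After 400 uM selenite was added, NADPH fluorescence (Ex 340/Em 450 nm) was followed for 8 min.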
PI4K2A inh: qHTS for small molecular inhibitors of PI4K2A | Phosphatidylinositol 4-kinase type 2-alpha (Homo sapiens), Q9BTU6 | purified PI4K2A, ADP-Glo luminescence, 1 h; active compounds read low | activity change, negative = inhibition, % at 76.9 µM | hit rate 0.13% among 420,000; in the data active means activity change below about -50%; inconclusive means mostly about -30% to -49%;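 further: -100% = wells without enzyme as full effect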
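ADP-Glo luminescence measured ADP generated by PI4K2A enzyme (4 ug/mL before mixing) with 1.2 mM PI substrate (pre-mix) and 300 microM ATP (pre-mix). Tris pH7.5 buffer with MgCl2, Triton X-100; 1 h reaction at ambient temperature.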
TRHR agonist: qHTS for Small Molecule Agonists and Allosteric Enhancers of Human TRH Receptor: Primary Screen for Agonists; Thyrotropin-releasing hormone receptor (Homo sapiens), P34981; AID 493084, 2011; activation, % at 2 µM; TRHR cells, calcium flux fluo-8, FDSS agonist mode; hit rate 0.18% among 360,000; in the data active means activation above about 30%; further: 0% is about no effect
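Fluo-8-loaded TRHR cells; 10 s baseline, compound added, kinetic Ca2+ fluorescence read 1/s, agonist mode.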
USP1-UAF1 inh: Inhibitors of USP1/UAF1: Primary Screen; Ubiquitin carboxyl-terminal hydrolase 1 (Homo sapiens), O94782; hit rate 0.23% among 390,000; recombinant USP1/UAF1, Ub-Rhodamine cleavage fluorescence; AID 743255, 2014; Potency, µM (top dose mostly 57.1 µM), for the others: top-dose activity change, negative = inhibition, most hits filed as inhibitors; further: potency means the concentration at half of the fitted maximal effect; on the % scale 0 is the no-effect control and ±100 the full control effect; nearly all actives have a fitted effect of over 60% in size; inactives centre near -12
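High-throughput fluorogenic screen: 1nM USP1/UAF1 complex, Ub-Rho substrate 150nM final, 50mM HEPES pH 7.8 with 0.5mM EDTA, 0.1 mg/ml BSA, 1mM TCEP and 0.01% Tween-20.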
D2 antag: HTS Assay for Allosteric Antagonists of the Human D2 Dopamine Receptor: Primary Screen for Antagonists | D(2) dopamine receptor (Homo sapiens), P14416 | HEK293 TREx D2 cells, calcium flux, dopamine EC80 | inhibition, % at 10 µM | hit rate 2% among 340,000 | AID 485344, 2010; in the data active means inhibition above about 30%; further: 0% is about no effect
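Read-out: kinetic calcium fluorescence (1 cycle/s) in inducible HEK293 T-REx D2 cells after an EC80 dopamine addition that followed 180 s compound preincubation. Loss of the dopamine response indicates antagonism.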
* marks the source's active call; other numbers are inactive results; ? = inconclusive; . = not tested or not shown; & = joins results of further samples; [ ] = dose if it differs, or a comment. Unless noted, the call rests on the fitted dose curve; in most records, active means well fitted inhibition curve with a large enough effect; inconclusive means small, poorly fitted or top-dose-only effect; inactive means no such curve, though single readings can be large or run the other way.

SMILES	TrxR1 substrate	IDH1 R132H inh	D2 agonist	TRHR PAM	rTrxR1 inhibitor	PI4K2A inh	TRHR agonist	USP1-UAF1 inh	D2 antag
O=C(NCCc1ccccc1)C1(c2ccccc2)CC1(Cl)Cl (stereo unspecified)	-9%	1%	0.0	-10	-11%	-1	-0.5	-11%	-6
Cc1ccc2[nH]c(=O)c(CN(Cc3ccco3)S(=O)(=O)c3c(C)ccc4nsnc34)cc2c1	13%	2%	-0.1	8	28µM*	0	0.5	-24%	-9
COc1ccc(Oc2nc(-c3ccccn3)nc3ccccc23)cc1	-4%	4%	-1.1	0	-4%[57.1 µM]	?	-1.7	-2%	26
Nc1c(S(=O)(=O)c2ccccc2)csc1C(=O)O	-18%[57.1 µM]	3%	0.8	3	16%[57.1 µM]	-10	-0.9	-14%	0
COc1ccc(/C=C/CN2CCC(n3nccc3NC(=O)C3CCCC3)CC2)cc1	-7%	-2%	1.0	-4	2%	4	0.0	-12%	2
CC(=O)c1ccc(NC(=O)/C(=C\c2ccccc2)NC(=O)c2ccco2)cc1	4%[57.1 µM]	4%	0.1	3	-6%[57.1 µM]	-2	0.7	-17%	5
Cc1c(Br)c([N+](=O)[O-])nn1C(C)C(=O)NCc1cccnc1 (stereo unspecified)	-9%	0%	-0.9	-10	-13%	-1	0.7	-4%	12
O=C(CSc1nnc(CNC(=O)c2cccs2)o1)NC1CCCC1	3%	2%	-2.1	-1	18%	-4	-1.0	5%	-37
CCSc1ccccc1C(=O)NC1CCCCC1	-13%[57.1 µM]	7%	-0.1	0	30%[57.1 µM]	3	-0.2	-13%	10
Cc1ccc(C)c(S(=O)(=O)Nc2ccccc2C(=O)Nc2ccc(S(=O)(=O)Nc3ncccn3)cc2)c1	25%	-2%	-0.7	6	-15%	-3	0.1	-21%	-5

Results in TrxR1 substrate, PI4K2A inh and IDH1 R132H inh, for some of the entries so far:
smiles | TrxR1 substrate | PI4K2A inh | IDH1 R132H inh
O=C(NCCc1ccccc1)C1(c2ccccc2)CC1(Cl)Cl (stereo unspecified) | -9% | -1 | 1%
Cc1ccc2[nH]c(=O)c(CN(Cc3ccco3)S(=O)(=O)c3c(C)ccc4nsnc34)cc2c1 | 13% | 0 | 2%
COc1ccc(Oc2nc(-c3ccccn3)nc3ccccc23)cc1 | -4% | ? | 4%

More entries.
SMILES	TrxR1 substrate	IDH1 R132H inh	D2 agonist	TRHR PAM	rTrxR1 inhibitor	PI4K2A inh	TRHR agonist	USP1-UAF1 inh	D2 antag
N#C/C(=C\Nc1ccc2c(c1)OCCO2)c1nc(-c2ccccc2)cs1	-1%	3%	0.6	2	16%	2	-0.2	-8%	2
Cc1nc2ccc(S(=O)(=O)N(CC(=O)Nc3ccc(F)cc3F)Cc3ccccc3)cc2s1	2%[57.1 µM]	-4%	0.9	-1	8%[57.1 µM]	-1	0.1	-4%	.
COCCNC(=O)c1c(CSc2ccc(F)cc2)noc1C(=O)NCc1ccccc1	-13%	25%	0.4	-5	-16%	2	-0.5	-16%	-8
CC(=O)C(C(c1ccccc1)c1c[nH]c2ccccc12)[N+](=O)[O-] (stereo unspecified)	-2%	2%	-0.6	0	-15%	-1	-0.3	-4%	3
O=C(OCC(=O)N1CCCCC1)c1cccc(NS(=O)(=O)c2ccccc2)c1	4%	0%	0.6	2	20%	-4	0.2	-11%	-2
Cc1cccc2c(=O)cc(CSc3ccccc3NC(=O)c3cccc(F)c3)[nH]c12	-2%[57.1 µM]	7%	0.5	4	14%[57.1 µM]	4	-0.1	-9%	.
CC(C)Oc1ccc(CNS(=O)(=O)c2csc(C(N)=O)c2)cc1	-1%	10%&12%	-0.5&-0.1	-1&-3	7%	0&-1	0.0&0.2	-9%&-27%	2
CC1CC(C)CN(C(=O)COC(=O)COc2ccccc2C#N)C1 (stereo unspecified)	0%	-9%	-0.1	-3	1%	3	0.2	-3%	13
COc1ccc(C(C)C)cc1S(=O)(=O)NCCc1c(C)[nH]c2c(Cl)cccc12	-11%	.	.	-1	4%	-8	-4.9	-17%	.
COc1ccc(OC)c2c(N)c(C#N)c(C(F)(F)C(F)(F)F)nc12	17%	-5%	-0.3	7	10%	-5	-0.1	-17%	8
Cc1ccc(S(=O)(=O)c2nc(-c3cccs3)oc2N2CCC(C)CC2)cc1	-7%	1%	-0.2	10	19%	2	-0.7	-9%	.
CCCCn1nc(C(=O)Nc2ccccc2N2CCCC2)c2ccccc2c1=O	-12%	3%	0.8	-3	1%	-2	0.9	-3%	12
O=C(NCc1ccc(Cl)cc1)C1CCN(C(=O)c2cnn(-c3ccccc3)c2-n2cccc2)CC1	3%	-16%	0.9	2	6%	0	-1.3	-5%	.
Cc1ccc(NC(=O)C(=O)C2C(=O)Nc3ccccc32)cc1 (stereo unspecified)	-4%	-6%	0.3	11	14%	-2	-0.9	-22%	3
O=C(NCc1n[nH]c(=O)c2ccccc12)C1CC(=O)N(c2ccccc2)C1 (stereo unspecified)	-12%	6%	.	6	-15%	3	0.1	-11%	.
COc1cccc(CNC(=O)c2cc(-c3cccs3)nc3ccccc23)c1	32%[activator]	14%	.	-4	16%	1	1.2	-4%	.
O=C(c1ccccc1)c1ccc(OCCO)cc1	-4%	0%	0.5	-6	1%	-1	0.1	-13%	8
CCCOc1c(Br)cc(C(N)=O)cc1OCC	-2%	9%	-1.9	-3	24%	-1	-0.2	-4%	8
COc1ccc(C(=O)Oc2cc(C)[nH]c(=O)c2[N+](=O)[O-])c(OC)c1	-10%	-1%	.	-1	-16%	3	0.4	-12%	.
CN(C)c1ccc(NC(=O)c2ccc(COc3cccc(Cl)c3)o2)cc1	-2%	7%	.	8	-2%	-2	-1.5	-18%	4
Cc1cccc(C(C)C)c1NC(=O)c1ccc2c(c1)CCCN2S(C)(=O)=O	-3%	14%	-0.9	-3	19%	0	-2.6	-14%	.
O=C(NNC(=S)NC1CCCCC1)c1cccc(S(=O)(=O)Nc2ccccc2Cl)c1	1%	-5%	28	0	-13%	-6	0.3	?	-13
CCOC(=O)Cn1cc(C#N)c2cccc(CC)c21	8%[57.1 µM]	0%	-0.2	-6	12%	-14	-0.8	3%	-4
CC(=O)C1=C(O)C(=O)N(c2ccccn2)C1c1cccc(F)c1 (stereo unspecified)	-18%	5%	-1.3	-9	-30%	2	0.1	-12%	13
O=C(O)CNS(=O)(=O)c1ccc(Br)s1	-6%[57.1 µM]	-2%	-0.4	2	3%[57.1 µM]	4	1.4	-11%	-9
COC(=O)c1cc2oc3ccccc3c2n1CC(=O)Nc1ccc(F)c(Cl)c1	8%	.	.	-4	23%	0	0.7	-25%	.
Cc1ccc(S(=O)(=O)N2CCN(C(=O)CNC(=O)c3ccc(Br)o3)CC2)cc1	-5%	-1%	-0.2	-3	-9%	2	1.1	-22%	-30
CCN(CC)CCNC(=O)CN1C(=O)c2cccnc2Oc2ccc(C)cc21	0%	-18%	1.6	1	8%	-5	-0.2	2%	.
CC(=O)c1sc(=S)n(-c2ccccc2)c1C	-11%	0%	-0.4	-4	-2%	0	-1.3	-16%	18
O=C(C1CC(=O)N(C2CCCC2)C1)N1CCN(c2ccccc2)CC1 (stereo unspecified)	8%	3%	21	-6	13%	4	0.3	-3%	-7
CCn1ccnc1CNC(=O)CC1C(=O)NCCN1Cc1ccc(OC)cc1OC (stereo unspecified)	4%	-5%	-0.2	3	7%	-1	-0.1	-16%	10
Cc1ccc2nc3sc(C(=O)NCCCN(C)c4ccccc4)cc3cc2c1	-11%[57.1 µM]	-2%	1.2	14	-2%[57.1 µM]	0	-0.5	-3%	.
CC1(OC(=O)CCc2ccccc2)C(=O)C=C2C=C(c3ccc(C#N)cc3)N(Cc3ccco3)C=C2C1=O (stereo unspecified)	-9%	0%	.	2	?	-18	0.1	?	.
CC(C)[C@H](NS(=O)(=O)c1ccc(Cl)cc1)C(=O)OCC(=O)c1c(N)n(C)c(=O)n(C)c1=O	1%	12%	0.1	1	14%	4	1.2	-20%	-3
Clc1ccccc1-c1nnc2n1-c1ccccc1SC2	11%[11.4 µM]	-1%	-0.3	-4	15%[11.4 µM]	2	-1.1	-5%	7
O=C(N/N=C/c1ccc2c(c1)OCO2)c1cc(-c2ccccc2Cl)nc2ccccc12	-3%	7%	.	-10	-3%	-3	0.2	-19%	.
COCCNC(=O)NC12CC3CC(CC(C3)C1)C2	2%	-8%	0.3	-1	21%	-2	0.3	-11%	-6
CSc1ccc(S(=O)(=O)Nc2ccc(S(=O)(=O)Nc3ccc(C)cc3)cc2)cc1	-1%	?	-1.1	6	9%	2	0.5	-18%	-17
CC(C)Sc1ccc(C(=O)Nc2ccc(F)cc2F)cn1	-4%	9%	0.0	-1	19%[57.1 µM]	-20	-0.2	-11%	-9
COc1ccccc1OCc1nnc(SCC(=O)Nc2ccc(C)cc2)n1C	1%	1%	0.2	4	2%	6	-1.1	-3%	3
